High-throughput results from PubChem BioAssay.
GCN5L2 inh = qHTS Assay for Inhibitors of GCN5L2; Histone acetyltransferase KAT2A (Homo sapiens), Q92830; GCN5L2 HAT assay, ThioGlo1 CoA-SH fluorescence; Potency, µM (titrated, usually from 58.9 µM), for inactives: top-dose activity change, negative = inhibition, hits mostly inhibitors; hit rate 0.21% among 390,000; AID 504327, 2011
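ThioGlo1-coupled HAT assay: 20nM GCN5L2, 70uM acetyl-CoA, 75uM H3(1-25) peptide, pH 7.5. Fluorescence read at 340/540nm at start and after 20 min at room temperature.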
TDP1 cell CPT = qHTS for Inhibitors of human tyrosyl-DNA phosphodiesterase 1 (TDP1): qHTS in cells in presence of CPT; AID 686979, 2013; Potency, µM (series often up to 46.2 µM), inactives show top-dose activity change, negative = growth inhibition, most hits filed as inhibitors; hit rate 12% among 420,000; chicken DT40 Tdp1-/-;hTDP1 cells + 20 nM CPT, ATP luminescence, 48 h; also: nearly all actives have a fitted effect of over 55% in size
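Cell growth measured by CellTiter-Glo luminescence after a minimum 48 h, 37 C compound exposure with 20 nM CPT in Tdp1-knockout DT40 cells stably expressing hTDP1, seeded 400/well; qHTS titration format.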
FEN1 inhibitor = qHTS Assay for the Inhibitors of Human Flap endonuclease 1 (FEN1); P39748; Recombinant FEN1 flap cleavage, fluorescence, 15 min; Potency, µM (series often up to 114 µM), inactives show top-dose activity change, negative = inhibition, usual class: inhibitors; hit rate 0.35% among 390,000; also: nearly all actives have a fitted effect of over 65% in size
Target sequence (P39748 whole entry, looked up): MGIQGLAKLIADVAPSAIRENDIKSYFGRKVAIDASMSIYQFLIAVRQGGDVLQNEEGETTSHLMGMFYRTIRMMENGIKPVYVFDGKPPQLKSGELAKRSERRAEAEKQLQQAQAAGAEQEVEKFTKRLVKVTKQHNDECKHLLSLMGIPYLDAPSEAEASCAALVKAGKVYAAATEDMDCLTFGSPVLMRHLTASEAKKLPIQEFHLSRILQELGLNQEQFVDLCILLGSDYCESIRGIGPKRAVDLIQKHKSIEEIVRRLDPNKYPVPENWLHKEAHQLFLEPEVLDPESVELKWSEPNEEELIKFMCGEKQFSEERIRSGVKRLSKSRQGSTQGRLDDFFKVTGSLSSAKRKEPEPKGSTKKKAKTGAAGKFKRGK
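Enzyme 10 nM, 15 min RT preincubation with compound; start with substrate 50 nM final; reads at 0 and 15 min; qHTS titration, four-parameter Hill fit.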
Starred values were filed as active, the others as inactive; ? = inconclusive; . = no result given; & = joins results of further samples. Calls follow the shape of the dose curve; as a rule, active = well fitted curve in the direction sought with a large enough effect; inconclusive = small, poorly fitted or top-dose-only effect, or another doubt; inactive = no such curve, though single readings can be large; an effect the other way counts as inactive or inconclusive. % is scaled to controls: 0 for no effect and ±100 for the full control effect; potency is read from the fitted curve at half-maximal effect.

SMILES	GCN5L2 inh	TDP1 cell CPT	FEN1 inhibitor
CCN(CCCNC(=O)CSc1cc(=O)n(CC)c2ccccc12)c1cccc(C)c1	-6%	21µM*	-3%
COc1ccc(N2CCN(C(=O)CCCOc3cc(=O)n(C)c4ccccc34)CC2)cc1	?	?	-16%
O=C1C=C(c2ccccc2Oc2ccccc2)C[C@@H](c2ccc3c(c2)OCO3)C1	-8%	16µM*	12%
Nc1nc(CSc2nnnn2-c2ccccc2)nc(N2CCCc3ccccc32)n1	-9%	?	9%
Cc1sc2ncn(CC(=O)N(C)c3cccc(C(F)(F)F)c3)c(=O)c2c1S(=O)(=O)N1CCN(c2ncccn2)CC1	4%	-9%	-1%
CCOc1ccc2[nH]c(C(=O)N/N=C/c3cccc(OC)c3OC)cc2c1	-13%	?	?
CC(=O)c1cc(CN2CCN(Cc3ccc(C)cc3)C(CCO)C2)cs1 (stereo unspecified)	2%	-13%	-5%
C[N+]1(C2CCC3CCC2C3O)CCCC1 (stereo unspecified)	-16%	-27%	9%
Cc1nc2ccc(S(=O)(=O)NCC(=O)N3CCN(c4ccccn4)CC3)cc2s1	6%	-18%	-11%
O=C(Nc1ccccc1C(=O)OCc1cc(=O)n2ccsc2n1)c1ccc(Cl)cc1	2%	-13%	19%
CC(=O)c1cc(-c2ccccc2)n(CC(=O)N2CCC(C)CC2)c1C	-3%	?	0%
Oc1ccc(Nc2nc(-c3cccnc3)cs2)cc1	-5%	21µM*	-10%
Cc1c(Cl)cccc1NC(=S)NCCCN(C)C	-2%	?	-6%
O=C(Nc1nccs1)c1cc2cc(Cl)ccc2oc1=O	-4%	-13%	-1%
CC1CN(S(=O)(=O)c2ccc(Cl)c(C(F)(F)F)c2)CC(C)O1 (stereo unspecified)	-7%	?	10%
O=C(COC(=O)CCC(=O)c1ccc(Cl)cc1)NCC1CCCO1 (stereo unspecified)	0%	-6%	0%
Cc1ccc(S(=O)(=O)n2cnc3ccccc32)cc1	0%	17%	-13%
Cc1ccc(C(=O)NCCc2nnc3ccc(SCC(=O)N4CCCCC4)nn23)cc1	-1%	-9%	9%
Cc1cc(C)nc(SCc2nnc(SCC(N)=O)n2Cc2ccco2)n1	1%	2%	-1%
Cc1nc(NCc2ccccn2)c2ccccc2n1	1%	13µM*	-2%
COc1ccc(O)c(/C=N/NC(=O)CCC(=O)Nc2cccc(C)c2)c1	-3%	21µM*	-9%
COc1ccc2nc(N3C(=O)CC(Cc4cc(C)cc(C)c4)C3=O)sc2c1 (stereo unspecified)	-6%	-12%	-3%
CCC1C(=O)CC(c2ccco2)NC1c1ccco1 (stereo unspecified)	-3%	3%	-9%
COc1ccc(CC(=O)Oc2ccc(C(C)(C)C)cc2)cc1S(=O)(=O)N1CCOCC1	-6%	-10%	-7%
COc1ccc(/C=C2\SC(=S)N(CCC(=O)N3CCCCC3CCO)C2=O)cc1 (stereo unspecified)	-4%	?	-18%

Reformatted: results already given.
structure,GCN5L2 inh,TDP1 cell CPT,FEN1 inhibitor
Oc1ccc(Nc2nc(-c3cccnc3)cs2)cc1,-5%,21µM*,-10%
Cc1c(Cl)cccc1NC(=S)NCCCN(C)C,-2%,?,-6%
O=C(Nc1nccs1)c1cc2cc(Cl)ccc2oc1=O,-4%,-13%,-1%
CC1CN(S(=O)(=O)c2ccc(Cl)c(C(F)(F)F)c2)CC(C)O1 (stereo unspecified),-7%,?,10%
O=C(COC(=O)CCC(=O)c1ccc(Cl)cc1)NCC1CCCO1 (stereo unspecified),0%,-6%,0%
Cc1ccc(S(=O)(=O)n2cnc3ccccc32)cc1,0%,17%,-13%
Cc1ccc(C(=O)NCCc2nnc3ccc(SCC(=O)N4CCCCC4)nn23)cc1,-1%,-9%,9%
Cc1cc(C)nc(SCc2nnc(SCC(N)=O)n2Cc2ccco2)n1,1%,2%,-1%
Cc1nc(NCc2ccccn2)c2ccccc2n1,1%,13µM*,-2%
COc1ccc(O)c(/C=N/NC(=O)CCC(=O)Nc2cccc(C)c2)c1,-3%,21µM*,-9%
COc1ccc2nc(N3C(=O)CC(Cc4cc(C)cc(C)c4)C3=O)sc2c1 (stereo unspecified),-6%,-12%,-3%
CCC1C(=O)CC(c2ccco2)NC1c1ccco1 (stereo unspecified),-3%,3%,-9%
COc1ccc(CC(=O)Oc2ccc(C(C)(C)C)cc2)cc1S(=O)(=O)N1CCOCC1,-6%,-10%,-7%
COc1ccc(/C=C2\SC(=S)N(CCC(=O)N3CCCCC3CCO)C2=O)cc1 (stereo unspecified),-4%,?,-18%

(further entries)
SMILES	GCN5L2 inh	TDP1 cell CPT	FEN1 inhibitor
CC(=O)N1c2ccc(S(=O)(=O)NCC3CCC(C(=O)N4CCCC(C)C4)CC3)cc2CC1C (stereo unspecified)	-3%	16µM*	13%
NNc1nc2sc3c(c2c(=O)n1Cc1ccccc1)CCC3	-13%	-17%	-1%
CC(C)(C)c1ccc(OCC(=O)N2CCN(c3ccccn3)CC2)cc1	-3%	?	-1%
COc1ccc(NC(=O)Cn2c(=O)n(Cc3ccco3)c(=O)c3cc(OC)c(OC)cc32)cc1	-1%	?	-1%
CN(CC(=O)NC1CCCc2ccccc21)S(=O)(=O)c1ccc2c(c1)c(=O)n(C)c(=O)n2C (stereo unspecified)	-5%	-23%	-6%
O=c1[nH]c(/C=C\c2cccnc2)c([N+](=O)[O-])c(=O)[nH]1	-13%	?	10%
C/C(=N\NC(=O)CC1N=C(Cc2ccccc2)NNC1=O)c1ccncc1 (stereo unspecified)	0%	-2%	4%
COc1cc(OC)c(CN2CCCN(C)CC2)cc1Br	-25%	-6%	-3%
O=C(COC(=O)c1ccc2ccccc2n1)Nc1cccc(S(=O)(=O)NC2=NCCCCC2)c1	-3%	-7%	16%
NC(=O)c1ccc(N2CCN(S(=O)(=O)c3cccs3)CC2)c([N+](=O)[O-])c1	-3%	8.2µM*	-11%
CC1Oc2ccccc2N(Cc2ccc(F)cc2)C1=O (stereo unspecified)	-8%	-29%	-16%
Cc1cccc(NC(=O)CCc2nnc3ccc(NCc4ccco4)nn23)n1	-26%	1%	-1%
COc1cc(OC)cc(C(=O)NCC(=O)OCC(=O)c2cc(C)n(Cc3ccco3)c2C)c1	-9%	?	10%
COc1ccc(NC(=O)c2cc(-c3ccccc3)nc3c2cnn3C(C)C)c(OC)c1	-2%	?	-20%
CCN(C(=O)c1cnc(N2CCOCC2)c2ccccc12)c1cc(C)ccc1C	2%	23µM*	11%
O=C(NCc1cccs1)C1CCCN1C(=O)Nc1cccc(Cl)c1 (stereo unspecified)	-16%	0%	-7%
NC(=NCc1ccco1)NC(=O)c1ccc(Cl)cc1	-9%	-5%	-3%
CC(C)(C)c1ccc(S(=O)(=O)NCC2CCCO2)cc1 (stereo unspecified)	-26%	-15%	16%
O=C(NN1C(=O)c2ccccc2NC1c1cccnc1)c1ccc([N+](=O)[O-])cc1 (stereo unspecified)	-1%	?	12%
CCOC(=O)N1CCC(N(C(=O)Nc2ccccc2)C(C)CC)CC1 (stereo unspecified)	-3%	?	-16%
CCn1nc(C(=O)Nc2ccc(S(=O)(=O)Nc3nccs3)cc2)c2ccccc2c1=O	-2%	-12%	-2%
Cc1nc(SCC(=O)Nc2cccc(Cl)c2)n[nH]1	-1%	-3%	4%
Cn1c(N2CCN(S(=O)(=O)c3ccc(F)cc3)CC2)nc2ccccc21	7%	?	2%
CCOc1ccc(CCNC(=O)C2CC(=O)N(C3CCCC3)C2)cc1OCC (stereo unspecified)	-9%	-10%	0%
CCc1cc(CNC(=O)C2CCC(=O)N(Cc3ccc(Cl)cc3)C2)on1 (stereo unspecified)	-3%	1%	-14%
SMILES	GCN5L2 inh	TDP1 cell CPT	FEN1 inhibitor
CNC(=O)c1cc2c(=O)n3cccc(C)c3nc2n(C(C)C)c1=N	-30%	?	-3%
Cc1ccccc1N(CC(=O)NCCc1ccccc1)C(=O)CCC(=O)Nc1ccccn1	1%	-26%	3%
Cc1ccc(NS(=O)(=O)c2cccs2)cc1S(=O)(=O)N1CCCCCC1	0%	-19%	13%
COc1ccc(NS(=O)(=O)CC23CCC(CC2=O)C3(C)C)cc1 (stereo unspecified)	3%	-15%	-13%
O/N=C/c1ccccc1OCc1ccccc1Cl	-4%	1%	-19%
CCOc1ccc(NC(=O)CSc2nnc(CCNC(=O)c3ccc(OC)cc3)n2C)cc1	-21%	-20%	-7%
Cc1ccc(OCC(=O)Nc2ccncc2)c(C)c1	-13%	21µM*	21%
CCOc1ccc(C(=O)COC(=O)C2CCN(c3ccc(C(F)(F)F)cn3)CC2)cc1	-7%	?	-16%
CC(=O)c1cccc(Nc2nc(-c3cccc([N+](=O)[O-])c3)cs2)c1	-13%	?	-1%
O/N=C(\C[n+]1ccccc1)c1ccc(Br)cc1	1%	-3%	-14%
COC(=O)C1(c2ccccc2)NC(c2cccs2)C2C(=O)N(C)C(=O)C21 (stereo unspecified)	-2%	5%	-1%
COC(=O)c1ccc2c(c1)N(Cc1ccccc1)C(=O)c1ccccc1S2(=O)=O	-5%	16µM*	7%
COc1cc2c(cc1NC(=O)CCCN1C(=O)CCC1=O)oc1ccccc12	?	-18%	-17%
CC(NC(=O)CN1CCCC1)C12CC3CC(CC(C3)C1)C2 (stereo unspecified)	-7%	-14%	-4%
CC1(C)CC(NC(=O)c2ccccc2)CC(C)(C)N1	1%	0%	8%
O=C(C[n+]1ccccc1Br)c1ccc(F)cc1	.	?	-5%
CCCOc1ccc(CC(CC(=O)O)(C(=O)O)C(=O)O)cc1	-6%	-12%	10%
CC1(c2ccc3ccccc3c2)NC(=O)N(CC(=O)NCc2cccs2)C1=O (stereo unspecified)	-10%	-23%	-11%
OCCCCc1nccc2c1[nH]c1ccccc12	-17%	1%	-3%
COc1cccc(C(=O)Nc2ccc(Cl)c(C(F)(F)F)c2)c1	0%	?	-20%
Cc1ccc(-n2nc3ccc(N)cc3n2)cc1	?	-20%	29%
COc1cc(/C=N/n2c(COc3ccccc3)n[nH]c2=S)cc(Br)c1O	-4%	1%	1%
O=C(O)COCCN1CCN(C(c2ccccc2)c2ccc(Cl)cc2)CC1 (stereo unspecified)	-2%&9%&-2%&-7%	?	-6%
Cc1ccc(C2(O)C(=O)c3ccccc3C2=O)c(O)c1C	1%	?	1%
CCCCn1c(N)c(N(CC)C(=O)c2ccccc2C(F)(F)F)c(=O)[nH]c1=O	1%	3%	-11%
SMILES	GCN5L2 inh	TDP1 cell CPT	FEN1 inhibitor
Cc1c(-c2cccc(NC(=O)Nc3ccccc3)c2)nc2ncccn12	-12%	?	?
CC(=O)c1ccc(OCC(=O)N(C2CCCCC2)C2CCS(=O)(=O)C2)cc1 (stereo unspecified)	-2%	5%	2%
Cc1cc(C)nc(-n2nc(C)cc2NC(=O)CNC(C)c2ccccc2)n1 (stereo unspecified)	?	?	7%
CC(C)c1ccc(NC(=O)[C@H]2CSCN2C(=O)[C@@H]2CCC(=O)N2)cc1	11%	?	15%
CCOC(CNC(=O)c1ccc2c(c1)ncn2-c1cccc(F)c1)OCC	0%	-6%	18%
CC1=NN(c2ccccc2)C(=O)C1N=Nc1cccc(O)c1 (stereo unspecified)	-4%	16µM*	-24%
O=C(CCC(=O)c1cccs1)Nc1ccccc1F	-3%	-4%	-1%
O=c1ccc(Cl)cn1Cc1ccccc1F	-2%	16%	-1%
Cn1c(=O)[nH]c(=O)c2c1nc(N1CCCCCC1)n2CCN1CCCCCC1	2%	0%	9%
CN1CCN(c2ccc(S(=O)(=O)N3CCOCC3)cc2NC(=O)CCc2ccccc2)CC1	-7%	0%	13%
Cc1cc(N2CCCc3ccccc32)n2ncnc2n1	-3%	8%	22%
CCC(=O)N1CCc2cc(S(=O)(=O)NC(CC(C)C)C(=O)Nc3cc(C)ccc3OC)ccc21 (stereo unspecified)	-6%	18µM*	-6%
Cc1cccc(C)c1OCC(=O)OC/C(O)=C(\C#N)c1nc2ccccc2[nH]1	-5%	?	-3%
O=C(CSc1nccc(=O)[nH]1)Nc1cccc(S(=O)(=O)N2CCOCC2)c1	-3%	4%	20%
C/C(=N\Nc1ccc(Cl)c(C(=O)O)c1)c1cc2ccccc2o1	-21%	17%	3%
Cc1ccc(S(=O)(=O)NCC(=O)OC(C)C(=O)NC(=O)NC2CCCCC2)cc1C (stereo unspecified)	0%	-10%	-18%
CCN(C(=O)COC(=O)CCOc1cccc(C)c1)c1c(N)n(Cc2ccccc2)c(=O)[nH]c1=O	-4%	16µM*	1%
COc1ccccc1C(=O)Nc1nnc(-c2ccco2)s1	-3%	?	2%
Cc1ccccc1C(=O)Nc1ccc(C(=O)N/N=C/c2ccc(O)cc2)cc1	-8%	?	-6%
O=C(CCC(=O)N1CCN(c2ccccn2)CC1)Nc1nnc(C(F)(F)F)s1	-1%	-12%	0%
Oc1ccc(NCc2ccccc2OCc2ccccc2F)cc1	-8%&1%	18µM*	?

This is a subset; rates above refer to the full screens.
